mHtt clearance: clearance of mutant huntingtin inclusions, primary screen, imaging, HeLa Exon1htt(103Q)mCFP, confocal imaging | aggregate imaging; zero = plate's median compound well | inhibition, % at 1.5 µM | 47,000 tested, 0.42% active | AID 853, 2007;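 active = inhibition of aggregate fluorescence above about 70%, also judged a hit by eye on the cell image, limit read from the data, passing the limit was not always enough; inconclusive = no rule stated for this call; inactive = not judged a hit on image review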;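 note: cells exposed to compound for three days before fixation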
mHtt clearance grain fraction: further read-out of mHtt clearance, marked with its call; fraction fluorescence in grains; measured here: aggregate grain fluorescence fraction; hits give low values;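 scaled fraction of total cell fluorescence in grains with unit not stated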
Starred values were filed as active, the others as inactive; ? = inconclusive; . = not tested or not shown. The list is partial; count on the stated rates, not on these rows.

Start of the data: the first six compounds (preview)
mHtt clearance | mHtt clearance grain fraction | SMILES
28 | 24 | Cc1cc2c(s1)c1cnn(CC(=O)NCCc3ccccc3)c(=O)c1n2C
1 | 18 | O=C(CN1C(=O)c2ccccc2S1(=O)=O)Nc1ccc(S(=O)(=O)N2CCCC2)cc1
14 | 16 | O=C1NC(=O)C(Nc2cccc3ccccc23)S1 (centres undefined)
13 | 16 | O=S(=O)(Nc1ncn[nH]1)c1ccc2ccccc2c1
53 | 16 | CN(C(=O)c1ccncc1)c1nnc(-c2ccccn2)s1
46 | 15 | c1ccc(-n2nnnc2NCCc2c[nH]c3ccccc23)cc1

The listing, previewed entries included:
mHtt clearance | mHtt clearance grain fraction | SMILES
28 | 24 | Cc1cc2c(s1)c1cnn(CC(=O)NCCc3ccccc3)c(=O)c1n2C
1 | 18 | O=C(CN1C(=O)c2ccccc2S1(=O)=O)Nc1ccc(S(=O)(=O)N2CCCC2)cc1
14 | 16 | O=C1NC(=O)C(Nc2cccc3ccccc23)S1 (centres undefined)
13 | 16 | O=S(=O)(Nc1ncn[nH]1)c1ccc2ccccc2c1
53 | 16 | CN(C(=O)c1ccncc1)c1nnc(-c2ccccn2)s1
46 | 15 | c1ccc(-n2nnnc2NCCc2c[nH]c3ccccc23)cc1
10 | 21 | COC(=O)Nc1sc2c(c1C(=O)NC1CC1)CCCCCC2
-45 | 28 | O=C(Oc1ccccc1)c1cccc2cccnc12
-27 | 39 | Cc1ccc(C(C(=O)NC2CCCCC2)N(CC2CCCO2)C(=O)CNC(=O)c2ccco2)cc1 (centres undefined)
68 | 5.6 | CS(=O)(=O)N1CCN(c2ccccc2NC(=O)c2cccc3ccccc23)CC1
-8 | 21 | Cc1occc1C(=O)NCc1ccc(C(=O)O)o1
32 | 23 | CC(=O)N1CCCc2cc(S(=O)(=O)NC(C(=O)NC(C)c3ccccc3)C(C)C)ccc21 (centres undefined)
-59 | 32 | Cn1c(=O)n(C)c(=O)n(CC(=O)N2CCCCC2)c1=O
30 | 12 | Cc1c(NC(=O)CSc2nnc3sc4ccccc4n23)c(=O)n(-c2ccccc2)n1C
-67 | 34 | CCc1nn(CC(=O)O)c(=O)c2ccccc12
60 | 15 | c1ccc(-c2nnc3sc(-c4csc5c4CCCC5)nn23)cc1
5 | 28 | O=C1C2CC=C(Cl)CC2C(=O)N1CCC[n+]1ccccc1 (centres undefined)
27 | 24 | COC(=O)c1oc2ccc(Br)cc2c1NC(C)=O
-102 | 64 | Cc1ccc(/C=C/C2=NN(Cc3ccc(Cl)c(Cl)c3)C(=O)CC2)cc1
? | . | O=C(NCc1ccco1)c1cnn2c(C(F)(F)F)cc(-c3ccccc3)nc12
42 | 11 | O=C(c1ccco1)N1CCN(c2ncnc3scc(-c4cccs4)c23)CC1
7 | 20 | COc1nc(C#N)c(N2CCOCC2)o1
48 | 10 | CCCNC(=O)c1cc(SC)ccc1Cl
15 | 16 | COCCn1c(COc2ccc(Cl)cc2)nnc1SCC(N)=O
0 | 21 | Cn1c(=O)c2cn(Cc3ccc(Cl)cc3)cc2n(C)c1=O
23 | 14 | CC(C)(C)Nc1nc(C(N)=O)nc(N2CCOCC2)n1
-10 | 42 | Cc1cccc(NC(=O)C2CCN(S(=O)(=O)c3cccs3)CC2)n1
11 | 18 | CC(C)CCn1c(-c2nonc2N)nc2ccccc21
6 | 47 | COc1ccc(C)cc1NC(=O)C1CCCN1S(=O)(=O)c1ccc2c(c1)CCC(=O)N2 (centres undefined)
7 | 18 | COc1ccccc1NC(=O)CNC(=O)c1ccc(F)cc1
-8 | 19 | O=C(Nc1ccccc1C(=O)N1CCOCC1)c1ccncc1
19 | 16 | COc1ccc(Cl)cc1N(CC(=O)Nc1ccc2c(c1)OCCO2)S(C)(=O)=O
28 | 26 | O=c1oc2ccccc2cc1-c1csc(Cc2nc(-c3ccc(Br)cc3)cs2)n1
-109 | 63 | O=C1c2ccccc2C(=O)N1CCCc1nc2ccccc2c(=O)n1-c1cccnc1
34 | 11 | CCSc1nnnn1-c1ccccc1
0 | 21 | CS(=O)(=O)N1CCN(c2ccc([N+](=O)[O-])c(NCCN3CCOCC3)c2)CC1
22 | 16 | COc1cccc(C(=O)n2cnnc2N)c1OC
-14 | 37 | COc1cc2cc(CN(CCO)S(=O)(=O)c3ccccc3)c(=O)[nH]c2cc1OC
43 | 22 | COc1ccc(NC(=O)CC2C(=O)N(c3ccc(Cl)cc3)C(=S)N2CCc2ccncc2)cc1 (centres undefined)
18 | 33 | COC(Cn1c(C)c(C(C)=O)c(C(C)=O)c1C)OC
22 | 29 | COc1cc(NC(=O)C23CC4CC(C2)CC(n2nnc(C)n2)(C4)C3)c(OC)cc1Cl
44 | 22 | Cc1cc(C(=O)COc2ncnc3sccc23)c(C)n1C
-2 | 32 | CN(C)CCNC(=S)Nc1cccc(Cl)c1
-15 | 24 | O=C(CSc1nnc(Nc2ccccc2)s1)NCc1ccco1
29 | 33 | Cc1nc(CCNC(=O)Cc2ccc(Cl)cc2)cs1
-26 | 38 | CCCCCn1c(Sc2nc3ccccc3s2)nc2c1c(=O)[nH]c(=O)n2C
11 | 15 | O=C(Nc1nccs1)c1ccc(S(=O)(=O)c2ccccc2)cc1
21 | 28 | CCOc1ccc(C(C)=O)cc1N1C(=O)C2C(C1=O)C1C=CC2C12CC2 (centres undefined)
-16 | 58 | CC(C(=O)NCc1ccco1)n1nc(-c2ccccc2)c2cc(Cl)ccc21 (centres undefined)
0 | 20 | COC(=O)c1ccccc1NC(=O)C1CCN(C(=O)c2cc(OC)cc(OC)c2)CC1
-75 | 35 | COc1ccc(-n2nnnc2-c2ccccc2)cc1
-35 | 29 | COC(=O)c1cc(O)c(OCc2ccccc2)c(O)c1
0 | 20 | O=S(=O)(c1ccc(Cl)cc1)N1CCC(n2cnc3cc(C(F)(F)F)ccc32)CC1
-40 | 41 | COc1ccc(NC(=O)N2Cc3ccccc3CC2C(=O)NC(C)(C)C)cc1 (centres undefined)
-28 | 49 | COc1cc2c(cc1OC)C(C(=O)N1CCOCC1)C(c1cccs1)N(C)C2=O (centres undefined)
-1 | 34 | COC(=O)CSc1nc2c(c(-c3ccc(C)o3)c1C#N)CCCC2
-22 | 39 | NC(=O)c1c(NC(=O)CN2C(=O)CCC2=O)sc2c1CCCCC2
-76 | 34 | O=C(O)CN1C(=O)c2cccc(Oc3ccc(Cl)cc3)c2C1=O
-18 | 24 | Cc1ccc(NC(=O)NC(=O)CN2C(=O)NC3(CCCCCCC3)C2=O)c(C)c1
65 | 7 | CCn1c(CNc2ccc(Cl)cc2)nnc1SCC(=O)NCc1ccccc1

(list continues)
mHtt clearance | mHtt clearance grain fraction | SMILES
-21 | 21 | CSc1nc2nc(C)cc(-c3ccccc3)n2n1
-52 | 28 | Cc1nn2c(-c3cccc(NC(=O)CN4CCOCC4)c3)nnc2c2ccccc12
-36 | 44 | CCOC(=O)c1c(NC(C)=O)sc2c(OC)c(Br)ccc12
-15 | 22 | Cc1ccccc1C(=O)Nc1c(C(=O)N2CCCC2)cnn1-c1ccccc1
16 | 17 | Cc1cccc(Cn2c(=O)c3c(nc4n3CCCN4Cc3ccccc3)n(C)c2=O)c1
27 | 16 | CCC(c1nnnn1CCc1ccccc1)N(Cc1ccco1)Cc1cc2c(C)ccc(C)c2[nH]c1=O (centres undefined)
42 | 11 | O=S(=O)(c1ccc2ccccc2c1)N1CCCCC1
-22 | 49 | COc1ccccc1NS(=O)(=O)c1cccc(C(=O)OCC(=O)Nc2cc(C)on2)c1
-29 | 27 | Cc1ccc2c(c1)N(CCC(=O)NCC1CCCO1)C(=O)CO2 (centres undefined)
-14 | 27 | O=C1NC2(CCCCC2)NN1c1ccccc1
-71 | 32 | O=C(O)c1cn(-c2ccccc2)nc1C(=O)O
4 | 19 | CC(C)Oc1ccc(S(=O)(=O)N(C(C)C)C(C)C)cn1
-8 | 51 | CCCS(=O)(=O)n1nc(-c2ccc(C)cc2)cc1N
-71 | 35 | CC(=O)N1CCc2cc(Br)cc(S(=O)(=O)NCCCN3CCCC(C)C3)c21 (centres undefined)
19 | 34 | O=C(c1ccc(S(=O)(=O)N2CCOCC2)cc1)N(Cc1ccco1)Cc1cccs1
-50 | 66 | Cc1cc(N2CCOCC2)cc(C)[n+]1[O-]
-20 | 46 | CN(C)/C=N/c1ncc(C(=O)c2ccc(Cl)cc2)s1
56 | 17 | O=C1/C(=C/c2ccccc2)CCCc2ccccc21
27 | 14 | c1ccc(Nc2ccccc2Nc2ccccn2)nc1
25 | 15 | COc1ccc(CSc2nc(C)cc(=O)[nH]2)cc1Br
11 | 16 | COC(=O)c1cc(NC(=O)CC2NCCNC2=O)cc(C(=O)OC)c1 (centres undefined)
4 | 19 | CC(C)(C)NC(=O)C(c1ccccc1)N(Cc1cccs1)C(=O)c1csnn1 (centres undefined)
18 | 14 | CN(C)c1cccc(N=C2C=C(N3CCOCC3)CC(C)(C)C2)c1
15 | 18 | Cc1ccc(-c2nc3ccc(C(=O)O)cc3nc2-c2ccc(C)cc2)cc1
26 | 15 | Oc1ccccc1Nc1ncnc2c1oc1ccccc12
46 | 20 | Cc1cccc(N(CC(N)=O)C2SC(=O)N(c3ccccc3)C2=O)c1 (centres undefined)
-18 | 44 | CCOC(=O)N1CCN(C(=O)Nc2ccc3nc(C)c(C)nc3c2)CC1
-27 | 27 | COC(=O)c1ccc(CSc2ncnc3c2sc2nc(N4CCOCC4)c4c(c23)CCCC4)o1
44 | 23 | CCCCC[n+]1ccn(-c2nc3ccccc3nc2[N-]S(=O)(=O)c2ccc(C)cc2)c1
42 | 10 | CCC(C(=O)NC1CCCC1)N(Cc1cccs1)C(=O)Cn1nnc(-c2ccc(OC)c(OC)c2)n1 (centres undefined)

Overlap with the part before: two entries; new compounds follow.
mHtt clearance | mHtt clearance grain fraction | SMILES
44 | 23 | CCCCC[n+]1ccn(-c2nc3ccccc3nc2[N-]S(=O)(=O)c2ccc(C)cc2)c1
42 | 10 | CCC(C(=O)NC1CCCC1)N(Cc1cccs1)C(=O)Cn1nnc(-c2ccc(OC)c(OC)c2)n1 (centres undefined)
-11 | 43 | CCc1ccc2nc3c(c(C(=O)O)c2c1)CCC3
-15 | 21 | Cc1nc2ccccc2n1S(=O)(=O)c1ccc(S(=O)(=O)N2CCCCCC2)cc1
8 | 31 | CC1(NC(=O)C23CC4CC(CC(C4)C2)C3)CCS(=O)(=O)C1 (centres undefined)
37 | 23 | CSC1=N/C(=C\c2ccc(C)cc2)C(=O)S1
-1 | 38 | COc1ccc(Cn2nnnc2C(c2ccccc2OC)N2CCC(C(N)=O)CC2)cc1 (centres undefined)
-13 | 49 | O=C(Nc1ncc(Cc2ccccc2)s1)C1COc2ccccc2O1 (centres undefined)
29 | 14 | c1ccc(-n2ncc(-c3nn[nH]n3)n2)cc1
-54 | 57 | Cc1cc(C)n(-c2nc3c(c(=O)[nH]c(=O)n3C)n2Cc2cccc(Br)c2)n1
-1 | 45 | CCOC(=O)N1CCN(C(=O)CN(c2cccc(C(F)(F)F)c2)S(C)(=O)=O)CC1
6 | 17 | CC1=C(C(N)=O)C(c2cccnc2)n2nc(SCc3ccccc3Cl)nc2N1 (centres undefined)
4 | 16 | Cc1cc(Nc2ccccc2)n(C(=O)c2ccc(N)cc2)n1
33 | 25 | O=c1c2ccccc2nc2n1C(CSc1ccc(Br)cc1)CN2 (centres undefined)
32 | 12 | CCCOc1ccccc1C1NC(=O)NC(C)=C1C(=O)OCc1ccccc1 (centres undefined)

Copied from the list.
Result for COc1ccc(Cn2nnnc2C(c2ccccc2OC)N2CCC(C(N)=O)CC2)cc1 (centres undefined) in mHtt clearance grain fraction: 38
Result for Cc1cc(Nc2ccccc2)n(C(=O)c2ccc(N)cc2)n1 in mHtt clearance: 4
Result for CSC1=N/C(=C\c2ccc(C)cc2)C(=O)S1 in mHtt clearance grain fraction: 23
Result for c1ccc(-n2ncc(-c3nn[nH]n3)n2)cc1 in mHtt clearance: 29
Result for Cc1nc2ccccc2n1S(=O)(=O)c1ccc(S(=O)(=O)N2CCCCCC2)cc1 in mHtt clearance: -15

Source: PubChem (Columbia University Molecular Screening Center)
